Screens deposited in PubChem BioAssay by National Center for Advancing Translational Sciences (NCATS).
GLA spleen mod – alpha-galactosidase A (human) modulation | human spleen homogenate, 4MU-alpha-Gal fluorescence, 40 min | 240,000 compounds, 0.008% hits | P06280 | Potency, µM (series often up to 80 µM), without a hit: top-dose activity change, negative = inhibition, most hits filed as inhibitors;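 also: 0% = enzyme with vehicle and -100% = no enzyme basal signal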
Target sequence (P06280 32-429 limits assumed): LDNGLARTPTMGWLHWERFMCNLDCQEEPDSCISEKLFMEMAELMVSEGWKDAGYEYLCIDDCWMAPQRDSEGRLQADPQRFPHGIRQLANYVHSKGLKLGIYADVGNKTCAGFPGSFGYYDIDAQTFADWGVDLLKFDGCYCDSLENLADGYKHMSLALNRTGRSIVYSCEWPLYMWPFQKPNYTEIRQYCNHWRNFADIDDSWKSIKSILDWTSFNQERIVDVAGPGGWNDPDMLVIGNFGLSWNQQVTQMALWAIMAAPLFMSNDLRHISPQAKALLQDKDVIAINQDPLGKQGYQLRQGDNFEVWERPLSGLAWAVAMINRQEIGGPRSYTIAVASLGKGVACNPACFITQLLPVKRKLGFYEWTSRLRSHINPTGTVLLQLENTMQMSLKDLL
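Fluorogenic readout (Ex 365/Em 440 nm) of 4-methylumbelliferone released from 1 mM 4-MU-alpha-galactoside by spleen homogenate, 40 min at 37C, pH 5.0. Data normalized to no-enzyme and enzyme controls; Hill-equation AC50 from compound titrations.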
aGlu spleen mod – inhibits or activates alpha-glucosidase in human spleen homogenate; P10253; human spleen homogenate, 4-MU-alpha-glucoside fluorescence; Potency, µM (highest dose often 79.9 µM), inactives show at the top dose activity change, negative = inhibition, actives largely listed as inhibitors; 240,000 compounds, 0.006% hits;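 also: 0% = enzyme with vehicle and -100% = no enzyme basal signal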
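AC50 values come from Hill-equation fits of concentration-response data, normalized to no-enzyme and full-activity controls. Enzyme source: 1 ug human spleen homogenate; 1 mM fluorogenic 4-MU glucoside, pH 5.0 citrate buffer, 37 C, 40 min.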
GAA inhib – inhibitors of human lysosomal alpha-glucosidase. P10253. purified human GAA, 4-MU-alpha-glucoside fluorescence. Potency, µM (titrated, usually from 76.9 µM), without a hit: at the highest dose activity change, negative = inhibition, hits mostly inhibitors. 200,000 compounds, 0.005% hits;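 also: plate controls were uninhibited enzyme wells for no effect and no-enzyme background for full effect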
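Endpoint fluorogenic read: 20 min room-temperature reaction of 4 nM human alpha-glucosidase with 400 uM 4-methylumbelliferyl-alpha-D-pyranoside, pH 5.0, quenched with 1M NaOH/1M glycine pH 10. AC50 from Hill modeling.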
ALDH1A1 block – ALDH1A1 (human) enzyme inhibition. Purified ALDH1A1, NADH fluorescence, propionaldehyde substrate. Potency, µM (top dose mostly 75.3 µM), inactives show at the top dose activity, negative = inhibition, usual class: inhibitors. P00352. 220,000 compounds, 7.3% hits; active = well fitted inhibition curve with a large enough effect, not every such curve was filed as active; inconclusive = small, poorly fitted or top-dose-only effect, or another doubt; inactive = no such curve, though single readings can be large or run the other way;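 also: plate controls were no enzyme wells and a reference inhibitor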
SMN2 splice up – enhancers of SMN2 splice variant expression; 210,000 compounds, 2.8% hits; HEK293 SMN2-luciferase splicing reporter, luminescence, 30-36 h; Potency, µM (highest dose often 46.1 µM), without a hit: at the highest dose activity change, positive = activation, actives largely listed as activators; also: % of control where 0% means no effect; nearly all actives have a fitted effect of over 55% in size
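HEK293 cells carry an SMN2 minigene-luciferase reporter in which exon 7 inclusion puts luciferase in frame. Cells were seeded at 2000 cells/well, attached for 10-12 hours, then exposed to compounds for 30-36 hours at 37C before ONE-Glo luminescence.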
GAA glycogen – inhibitors or activators of human alpha-glucosidase glycogen cleavage. P10253. recombinant GAA, glycogen substrate, Amplex Red glucose oxidase fluorescence. Potency, µM (highest dose often 76.4 µM), for inactives: top-dose activity change, negative = inhibition, hits mostly inhibitors. 300,000 compounds, 0.38% hits. AID 2100;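 also: 0% = full enzyme reaction and -100% = no-enzyme basal signal; the screen sought inhibitors and activators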
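qHTS, 1536-well; enzyme 4 nM final; cpd up to 77 uM; substrate bovine liver glycogen 30 ug; 50 mM citrate/phosphate pH 5.0, 0.01% Tween-20; 37 C, 40 min; Amplex Red detection 45 min RT; Hill fit → AC50.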
KDM4E inh – blocks human JMJD2E demethylase activity. B2RXH2. JMJD2E catalytic domain, FDH-coupled NADH fluorescence (FDH is formaldehyde dehydrogenase). Potency, µM (series often up to 57.1 µM), for inactives: top-dose activity change, negative = inhibition, actives largely listed as inhibitors. 230,000 compounds, 1.6% hits. AID 2147; active = well fitted inhibition curve with a large enough effect, not every such curve was filed as active; inconclusive = small, poorly fitted or top-dose-only effect, or another doubt; inactive = no such curve, though single readings can be large or run the other way;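 also: 0% = wells with enzyme and -100% = buffer wells without enzyme; nearly all actives have a fitted effect of over 50% in size; many of its hits are not listed in these tables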
RGS12 GoLoco inh – blocks human Gai1 binding to RGS12 GoLoco peptide, red readout; 230,000 compounds, 0.44% hits; P63096; Potency, µM (titrated, usually from 61.6 µM), for inactives: at the highest dose activity, negative = inhibition, hits mostly inhibitors; Gai1:RGS12 GoLoco peptide FP, rhodamine, 10 min; AID 880; active = well fitted inhibition curve with a large enough effect, not every such curve was filed as active; inactive = no such curve, though single readings can be large or run the other way; also: % is scaled to controls: 0 for no effect and ±100 for the full control effect; nearly all actives have a fitted effect of over 30% in size; many of its hits are not listed in these tables
Target sequence (P63096 whole entry, looked up): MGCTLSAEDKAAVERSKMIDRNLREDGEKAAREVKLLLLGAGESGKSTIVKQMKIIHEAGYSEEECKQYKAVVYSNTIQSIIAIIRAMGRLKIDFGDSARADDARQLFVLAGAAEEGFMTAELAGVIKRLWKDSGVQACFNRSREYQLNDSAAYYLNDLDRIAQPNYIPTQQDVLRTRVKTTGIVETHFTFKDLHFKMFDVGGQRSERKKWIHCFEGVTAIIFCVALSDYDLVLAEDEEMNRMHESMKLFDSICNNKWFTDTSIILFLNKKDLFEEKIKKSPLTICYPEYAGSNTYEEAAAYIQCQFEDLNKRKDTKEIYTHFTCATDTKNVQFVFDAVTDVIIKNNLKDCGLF
* marks the source's active call; other numbers are inactive results; ? = inconclusive; . = no result given; & = joins results of further samples; [ ] = remark or other dose. Unless noted, calls follow the shape of the dose curve; as a rule, active = well fitted curve in the direction sought with a large enough effect; inconclusive = small, poorly fitted or top-dose-only effect, or another doubt; inactive = no such curve, though single readings can be large; an effect the other way counts as inactive or inconclusive. Potency is read from the fitted curve at half-maximal effect. Only part of the results is shown; rates above refer to the full screens.

SMILES	GLA spleen mod	aGlu spleen mod	GAA inhib	ALDH1A1 block	SMN2 splice up	GAA glycogen	KDM4E inh	RGS12 GoLoco inh
O=C(NC1CCCCC1)c1nc2c(nnn2Cc2ccccc2Cl)c(=O)[nH]1	-2%	0%	-3%	?	-29%	-2%	1%	36%[activator]
CCCNS(=O)(=O)c1ccc(OCC(=O)N2CCOCC2)cc1	11%	-17%	4%	12%	3%	-3%	9%	3%
CCOc1ccc(S(=O)(=O)NCCC(=O)OCC(=O)Nc2cc(C)on2)cc1	-3%	0%	.	.	.	5%	-9%	6%
O=C1C[C@@H](c2ccc(O)cc2)Oc2cc(O)cc(O)c21	-2%	-2%	-14%	6%	-21%	5%	-1%	6%
O=C1C(=O)N(c2cccc(Cl)c2)C(c2ccccc2[N+](=O)[O-])/C1=C(\O)c1ccccc1 (configuration not stated)	-4%	-10%	-4%	-8%	-15%	10%	0%	-2%
Cc1ccsc1/C=N\NC(=O)c1ccc2c(c1)OCO2	7%	-5%	2%[15.4 µM]	-1%	?	10%	-5%	10%
COC(=O)[C@@]1(Cc2ccccc2)[C@H]2c3cc(C(=O)N4CCCC4)n(Cc4nc5ccccc5[nH]4)c3C[C@H]2CN1C(=O)c1ccccc1	-4%	1%	.	-4%	-12%	.	-9%	24%
COC(=O)c1cccc(NC(=O)c2cccc(OC)c2)c1	10%	3%	-1%	-2%	?	3%	-3%	8%
CCOC(=O)c1cc2[nH]c3ccccc3c2[n+](-c2ccc([N+](=O)[O-])cc2)c1C	-1%	-7%	2%	5%	-1%	11%	-6%	-2%
Cc1nn(Cc2c(Cl)cccc2Cl)c(C)c1NC(=O)c1cc(C(C)C)on1	5%	3%	0%[15.4 µM]	-6%	3.5µM*	-3%	-1%	-2%
COc1ccc(C)cc1NC(=O)NCc1ccc(F)cc1	-2%	-6%	3%	-3%	-7%	16%	0%	3%
Nc1nc(C23CC4CCC(CC(C4)C2)C3)cs1	-10%	1%	-5%	7%	-33%[inhibitor]	-1%	0%	-1%
O=C(Nc1ccccc1F)NC1CCN(Cc2nnnn2Cc2ccc(F)cc2)CC1	-15%	-5%	0%	-4%	-16%	1%	6%	6%
O=C(NCCc1ccccc1)C1CCN(C(=O)c2sccc2-n2cccc2)CC1	-2%	-1%	3%	4µM*	5%	4%	3%	3%
COc1ccc(OC)c(S(=O)(=O)N(C)CC(=O)Nc2ccc3c(c2)OCCO3)c1	-1%	1%	-5%	7%	-30%[inhibitor]	9%	-1%	3%
COc1ccc(S(=O)(=O)N2CCN=C2SCc2cccnc2)cc1	-1%	0%	-13%	?	-49%[inhibitor]	2%	-2%	2%
COc1ccc(CCNC(=O)COc2ccc(S(=O)(=O)N3CCCC3)cc2)cc1	0%	0%	4%	10µM*	-22%	10%	-7%	0%
CCC(C)(C(=O)NC1CCCC1)N(Cc1cccs1)C(=O)c1ccc2c(c1)OCO2 (configuration not stated)	6%	8%	3%	-9%	-5%	3%	6%	9%
N#Cc1c(N)sc(=S)c2c1CCCCC2	-2%	-6%	8%	?	5%	-11%	22µM*	25µM*
CCOc1cc(C(=O)Nc2ccccc2N2CCOCC2)ccc1OCC(=O)N1CCCCC1	0%	4%	3%	6%	1%	2%	4%	8%
O=C1CC(c2ccccc2)CC(O)=C1C=NCCN1CCN(C(=O)Nc2ccccc2)CC1 (configuration not stated)	-13%	-8%	1%	-10%	-11%	5%	12%	-6%
COC(=O)Nc1ncc(CN2CCC(c3ccccc3)CC2)s1	15%	-4%	-15%	-1%	?	5%	-1%	3%
CN(C)C(=O)Cn1cnc2c(cnn2-c2ccccc2Cl)c1=O	2%	-1%	0%	7%	-9%	8%	10%	-2%
CC(=O)NCCOc1nc(N(C)C)nc(N2CCCCC2)n1	-8%	7%	-9%	?	.	12%	6%	2%
O=C(CSc1nccn1-c1cccc(Cl)c1)Nc1ccc2c(c1)OCCO2	-3%	-6%	-2%	-8%	-8%	-24%	1%	1%
Cc1nc2c3c(sc2c(=O)[nH]1)NC(=O)CC3c1ccccc1Cl (configuration not stated)	20%	6%	.	.	.	4%	-5%	4%
Cc1noc(C)c1C(=O)N1CCN(CCc2ccccc2)CC1	7%	2%	?	-44%	2%	5%	3%	-28%
N#CCSc1nccc(/C=C/c2ccccc2)n1	6%	4%	2%	6%	19%	-4%	-11%	2%
Cc1coc(C)c1C(=O)CC1(O)C(=O)Nc2cc(Cl)cc(Cl)c21 (configuration not stated)	4%	-1%	-3%	3.2µM*	3%	-5%	-5%	-4%
O=C(Cc1ccccc1)NNC(=O)Nc1cccc(Cl)c1	6%	1%	2%	5%	-13%	-16%	1%	13%
COc1ccc(NC(=O)O/N=C/c2c(C)nn(C(C)(C)C)c2C)cc1	-5%	2%	?	?	.	?	-12%	-3%
CCOC(=O)c1c(C)oc2ccc(OCc3cc(C(=O)OC)oc3C)cc12	2%	-7%	-1%	-2%	-18%	-14%	-8%	8%
CC1=CC(=O)OC1Cc1ccc2ccccc2n1 (configuration not stated)	-6%	4%	.	?	6%	.	?	-6%
CCN1C(=O)C2(SC(NC(C)=O)=NN2C(C)=O)c2cc(C)ccc21 (configuration not stated)	7%	5%	6%	5%	7%	-3%	4%	-2%
Cc1nc(C)c(C(=O)N/N=C/c2cc(Br)ccc2O)s1	-9%	0%	.	.	.	4%	22µM*	3%
COc1cc(NC(=O)c2cc(OC)c(OC)c(OC)c2)c(OC)cc1NC(=O)CN1CCCCC1	0%	-4%	?	-14%	8%	5%	3%	-3%

Single values from the list.
Nc1nc(C23CC4CCC(CC(C4)C2)C3)cs1 in SMN2 splice up is listed with -33%[inhibitor]
Cc1ccsc1/C=N\NC(=O)c1ccc2c(c1)OCO2 in KDM4E inh is listed with -5%
CCN1C(=O)C2(SC(NC(C)=O)=NN2C(C)=O)c2cc(C)ccc21 (configuration not stated) in SMN2 splice up is listed with 7%
CCOc1ccc(S(=O)(=O)NCCC(=O)OCC(=O)Nc2cc(C)on2)cc1 in RGS12 GoLoco inh is listed with 6%
Cc1noc(C)c1C(=O)N1CCN(CCc2ccccc2)CC1 in RGS12 GoLoco inh is listed with -28%
COc1ccc(CCNC(=O)COc2ccc(S(=O)(=O)N3CCCC3)cc2)cc1 in GLA spleen mod is listed with 0%
COC(=O)c1cccc(NC(=O)c2cccc(OC)c2)c1 in RGS12 GoLoco inh is listed with 8%

The listing picks up; the two compounds before the break are reprinted first.
SMILES	GLA spleen mod	aGlu spleen mod	GAA inhib	ALDH1A1 block	SMN2 splice up	GAA glycogen	KDM4E inh	RGS12 GoLoco inh
Cc1nc(C)c(C(=O)N/N=C/c2cc(Br)ccc2O)s1	-9%	0%	.	.	.	4%	22µM*	3%
COc1cc(NC(=O)c2cc(OC)c(OC)c(OC)c2)c(OC)cc1NC(=O)CN1CCCCC1	0%	-4%	?	-14%	8%	5%	3%	-3%
O=C(N/N=C/c1cn(-c2ccccc2)nc1-c1ccc2c(c1)OCCO2)c1ccncc1	-2%	-1%	-9%	-1%	11µM*	-10%	?	17%
C/C(CCc1ccccc1)=N\NC(=O)COc1ccccc1C	20%	-1%	3%	?	6%	5%	51%[activator]	2%
CCOc1ccccc1NC(=O)Nc1cccc(NC(C)=O)c1	3%	1%	.	.	.	-6%	-3%	7%
COc1cccc(N(C(=O)CNC(=O)c2ccco2)C(C(=O)NC2CCCCC2)c2ccncc2)c1 (configuration not stated)	-6%	-4%	0%	6%	-11%	3%	-14%	-3%
Cn1c(=O)n(C)c2cc(C(=O)O)ccc21	3%	-5%	0%	-5%	13%	-9%	4%	-6%
COc1cccc(N2CC(=O)N(NC(=O)CSc3nc(C)cc(C)c3C#N)CC2=O)c1	3%	4%	-9%	-7%	2%	-2%	?	6%
COc1ccc(C2CCCN2C(=S)Nc2ccc(C)cc2C)cc1OC (configuration not stated)	2%	1%	-2%	-2%	.	-3%	13%	9%
Cn1c2c(c(=O)n(C)c1=O)C(c1ccc(Br)cc1)Nc1ccccc1O2 (configuration not stated)	-3%	1%	-7%	-9%	-15%	0%	11%	3%
Cc1ccc(C)c(NC(=O)CCn2cnnn2)c1	6%	-3%	7%	9%	-8%&-10%	-9%	4%	0%
Cc1nn(Cc2ccccc2Cl)c2sc(C(=O)NCc3ccc4c(c3)OCO4)cc12	8%	1%	-6%	?	12%	3%	?	73%[activator]
CCOC(=O)c1cc2c(C)[nH]c(C)c2cc(C(=O)OCC)c1=O	15%	12%	12%	25µM*	.	-3%	?	75%[activator]
COc1ccc(CCN=C2SCC(=O)N2Cc2ccccc2)cc1OC	-4%	-6%	-6%	-6%	-35%[inhibitor]	0%	-4%	-4%
CCOC(=O)c1c(NC(=O)CN2CCN(C)CC2)sc(C(=O)Nc2ccccc2)c1C	5%	-19%	-7%	-23%	6%	-25%	-8%	39%
C=CCN1C(c2ccccc2)=CS/C1=C(\C#N)c1nnc2n1CCCCC2	2%	-6%	-6%	18µM*	11%	0%	-12%	9%
Cc1ccc(NC(=O)CSc2ccc(-c3ccccn3)nn2)cc1	-12%	2%	-15%	-2%	-39%[inhibitor]	-28%	-12%	-5%

An excerpt from above in order of SMILES length, ascending.
SMILES	GLA spleen mod	aGlu spleen mod	GAA inhib	ALDH1A1 block	SMN2 splice up	GAA glycogen	KDM4E inh	RGS12 GoLoco inh
C/C(CCc1ccccc1)=N\NC(=O)COc1ccccc1C	20%	-1%	3%	?	6%	5%	51%[activator]	2%
COc1ccc(C2CCCN2C(=S)Nc2ccc(C)cc2C)cc1OC (configuration not stated)	2%	1%	-2%	-2%	.	-3%	13%	9%
COc1cccc(N2CC(=O)N(NC(=O)CSc3nc(C)cc(C)c3C#N)CC2=O)c1	3%	4%	-9%	-7%	2%	-2%	?	6%
